# Assay outcomes from PubChem BioAssay.
# SIRT5 block = blocks human SIRT5 desuccinylation of peptide. inhibition, % at 15 µM. Purified SirT5, succinyl-peptide AMC, trypsin-coupled fluorescence. hit rate 1.1% among 330,000. Q9NXA8. AID 652115; in the data active = inhibition above about 15%; inconclusive = no clear call, values can overlap the other calls
# Target sequence (Q9NXA8 whole entry, looked up): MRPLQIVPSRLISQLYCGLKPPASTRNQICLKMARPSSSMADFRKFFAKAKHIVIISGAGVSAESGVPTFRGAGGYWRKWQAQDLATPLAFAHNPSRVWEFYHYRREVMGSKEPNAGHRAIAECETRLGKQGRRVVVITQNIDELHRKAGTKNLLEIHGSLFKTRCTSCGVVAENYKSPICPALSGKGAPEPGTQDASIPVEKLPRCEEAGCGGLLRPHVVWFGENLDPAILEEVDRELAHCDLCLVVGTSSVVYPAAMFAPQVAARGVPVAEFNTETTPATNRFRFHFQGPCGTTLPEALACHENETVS
# CASP6 VEID inh = inhibitors of human caspase-6; P55212; purified caspase-6, Z-VEID-R110 cleavage fluorescence; inhibition, % at 12.5 µM; hit rate 0.53% among 350,000; AID 686996;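 active = mean inhibition across replicates at least about 35%, with every replicate also reaching that limit, limit read from the data; inconclusive = only one of the two criteria met; inactive = neither criterion met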;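 also: 0% = median of neutral control wells and 100% = no fluorescence left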
# Target sequence (P55212 24-179 limits assumed): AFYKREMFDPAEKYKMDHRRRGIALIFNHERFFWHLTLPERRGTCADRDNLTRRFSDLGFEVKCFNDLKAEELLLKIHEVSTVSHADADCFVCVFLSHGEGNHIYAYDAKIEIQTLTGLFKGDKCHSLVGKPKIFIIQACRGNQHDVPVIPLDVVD
# Target sequence (P55212 194-293 limits assumed): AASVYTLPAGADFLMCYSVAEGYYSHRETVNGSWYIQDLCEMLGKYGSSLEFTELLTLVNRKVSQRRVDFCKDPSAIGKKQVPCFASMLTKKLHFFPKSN
# PAX8 reporter = lowers PAX8-driven luciferase in RMG-I cells. AID 652154. hit rate 1.2% among 360,000. RMG-I TPO-luciferase reporter, SteadyGlo, 24 h. inhibition, % at 12.6 µM;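 active = mean replicate inhibition at least 60% with every replicate also reaching 60%; inconclusive = only one of the two criteria is met; inactive = mean below 60% and not all replicates reaching 60%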;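 also: luciferase light reporting Pax8 driven TPO promoter activity; plate controls were median of neutral control wells for no effect and mitoxantrone controls for full effect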
# DENV2 CPE = inhibitors of DENV2 cytopathic effect; DENV2-infected cells, cytopathic effect rescue, plate reader; CPE inhibition, % at 9.99 µM; hit rate 1.7% among 350,000; AID 651640; in the data active = CPE inhibition above about 20%, passing the limit was not always enough; inconclusive = no clear call, values can overlap the other calls; tested in BHK-21 cells;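 also: 0% = median of neutral control wells and 100% = median of positive control wells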
# ARNT-TACC3 inh = disruptors of human ARNT/TACC3 interaction | Q9Y6A5 | hit rate 0.66% among 390,000 | AlphaScreen His-ARNT PAS-B/GST-TACC3 binding, luminescence; TACC3 fragment carries E629A point mutation | AID 623870 | inhibition, % at 9.99 µM;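 active = mean inhibition of replicates at least 50% and at least half of replicates each reaching 50%; inconclusive = half or more replicates reach 50% but mean below 50%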;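 also: 0% = complete ARNT plus TACC3 wells and 100% = ARNT alone without TACC3; many hits fall short of the cut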
# EWS-Fli inh = blocks EWS/Fli oncoprotein-driven transcription; A673 NR0B1-luciferase reporter, viability-normalised; hit rate 0.67% among 350,000; inhibition, % at 12.6 µM;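 active = mean inhibition of at least 50% after viability correction, with every replicate also passing that limit; inconclusive = mean reaches 50% but only one of two replicates passes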;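 also: firefly luciferase signal divided by Alamar Blue viability fluorescence both relative to DMSO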
# LGR2 inh = inhibitors of bursicon-induced Drosophila LGR2 receptor cAMP signaling | HEK293 LGR2, CRE-luciferase, bursicon-stimulated, 4 h | inhibition, % at 9.99 µM | hit rate 0.35% among 380,000 | AID 720647;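 active = drop in luminescence signal, shown as inhibition above about 50% in the replicate tests, limit read from the data, passing the limit was not always enough; inconclusive = probably only some replicates passing the limit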;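 also: agonist challenge used bursicon conditioned medium at about half maximal strength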
# * hit, by the source's call; ? = inconclusive; . = no result given; & = joins results of further samples.
SMILES,SIRT5 block,CASP6 VEID inh,PAX8 reporter,DENV2 CPE,ARNT-TACC3 inh,EWS-Fli inh,LGR2 inh
CC1CCCCN1C(=S)Nc1ccc2nc3n(c(=O)c2c1)CCCCC3 (centres undefined),.,.,-4,.,5,.,-22
COc1ccc(NC(=O)N(C)C[C@@H]2Oc3ccc(NC(=O)NC4CCCCC4)cc3C(=O)N([C@@H](C)CO)C[C@H]2C)cc1,-3,2,-18,-7,24,-4,-11
CC(=O)c1ccc(OCc2cc(C(=O)NCCN3CCCC(O)C3)no2)cc1 (centres undefined),4,0,-1,-3,4,0,4
CC(C)C(OC(=O)c1nsc(Cl)c1Cl)C(=O)NCc1ccccc1 (centres undefined),-3,4,-1,0,-8,0,1
O=C(COC(=O)C1CCCN1C(=O)C12CC3CC(CC(C3)C1)C2)c1ccc(Br)cc1 (centres undefined),-2,1,15,7,-3,13,.
C[C@@H]1CN([C@@H](C)CO)C(=O)c2cc(NC(=O)Nc3ccc(C(F)(F)F)cc3)ccc2O[C@@H](C)CCCCO[C@H]1CN(C)C,.,.,11,.,.,2,17
NC(=O)NC(CC(=O)NNC(=O)c1ccccn1)c1ccccc1Cl (centres undefined),1,-4,-6,-1,31,4,2
CCOC1CCCCC1NS(=O)(=O)c1ccc(Cl)cc1 (centres undefined),-4,3,.,-2,-6,6,0
CNC(=O)C[C@@H]1CC[C@@H]2[C@H](COC[C@@H](O)CN2C(=O)Nc2ccc3c(c2)OCO3)O1,3,5,.,0,-8,.,0
CCCc1cc(C(=O)Nc2ccccc2SC)no1,-1,-1,-114,-5,-12,4,-91
COCCN1C[C@@H](CO)O[C@@H](n2cnc3c(NCc4ccc(F)cc4)ncnc32)C1,.,0,-10,?,.,-3,-4
CC1CCc2nc(NC(=O)C3COc4ccccc4O3)sc2C1 (centres undefined),6,1,6,?,3,-1,.

# Carrying on:
SMILES,SIRT5 block,CASP6 VEID inh,PAX8 reporter,DENV2 CPE,ARNT-TACC3 inh,EWS-Fli inh,LGR2 inh
Cc1ccc(/C(O)=C2\C(=O)C(=O)N(CCCN3CCOCC3)C2c2ccccc2F)cc1 (centres undefined),.,1,12,-3,.,-1,-3
O=C(O)C[C@H]1c2cc(C(F)(F)F)ccc2S(=O)(=O)N1C1CCCCC1,-4,3,12,-10,-2,-7,-8
COc1ccccc1Cc1c(-c2cccc(Br)c2)nc2ccc(Br)cn12,1,11,-100,20,.,-95,-57
COc1ccc(CN(C)C[C@H]2OCCCC[C@@H](C)Oc3ccc(N(C)C)cc3C(=O)N([C@@H](C)CO)C[C@H]2C)cc1,-2,-1,-18,-4,0,-10,-12
C[C@H](NC(=O)[C@H]1[C@H](CO)[C@H]2Cn3c(cccc3=O)[C@@H]1N2Cc1cccnc1)c1ccccc1,3,4,5,81*,-14,-3,11
CCn1c(CNc2ccc(C)cc2)nnc1SCC(=O)NCc1ccccc1,-2,0,.,-5,-2,4,-4
COc1ccc(NS(=O)(=O)c2ccc(N3CCN(CCO)CC3)c([N+](=O)[O-])c2)cc1,0,-88,.,11,4,.,12
C=CCC(NCc1ccccc1)c1ccc(OC)cc1 (centres undefined),-2,-2,5,1,-2,3,0
O=C(CSc1nc2nn(-c3ccccc3)c(=O)c-2c2n1CCCCC2)NCCCc1ccccc1,3,1,10,-3,2,-14,10
COc1ccc(C2=NN(C(=O)CN3CCOCC3)C(c3nc4ccccc4[nH]3)C2)cc1 (centres undefined),1,3,-113,3,3,-118,-94
COC(=O)C(C)Oc1ccc(-c2nccc(-c3ccccn3)n2)cc1 (centres undefined),-3,0,-22,0,0,-14,-13
C[C@@H]1CN([C@@H](C)CO)C(=O)c2cc(Br)cnc2O[C@H]1CN(C)C(=O)C1CC1,5&-8,1&-2,6&12,2&-10,-4,-3&-14&10,-26&4

# (cont.)
SMILES,SIRT5 block,CASP6 VEID inh,PAX8 reporter,DENV2 CPE,ARNT-TACC3 inh,EWS-Fli inh,LGR2 inh
COCCNC(=O)/C(C#N)=C/c1c(N2CCCCCC2)nc2ccccn2c1=O,-35,-3,19,?,-6,5,8
CCCCCOC(=O)C1=C(C)NC(=O)NC1c1ccc(N(C)C)cc1 (centres undefined),-2,0,14,-3,-2,12,6
COCC(=O)N1[C@@H]2CN(C(=O)c3ccccc3F)c3ccccc3[C@@H]2[C@@H]1CO,10,-3,20,3,3,4,3
Cc1cccc2[nH]c(CCNC(=O)C3CCC(=O)N(CCc4cccc(F)c4)C3)nc12 (centres undefined),-5,-1,-2,-3,5,-3,5
Cc1ccc(S(=O)(=O)N(C)C[C@H]2Oc3c(NC(=O)c4cnccn4)cccc3C(=O)N([C@H](C)CO)C[C@H]2C)cc1,-1,-2,-7,-3,13,0,5
O=C(C[C@@H]1C[C@H]2c3cc(NC(=O)NC4CCCCC4)ccc3O[C@H]2[C@@H](CO)O1)NC1CCCCC1,-3,1,-9,-4,.,2,26
CCOc1ccc(S(=O)(=O)N2CCN(Cc3ccc4c(c3)OCO4)CC2)cc1Cl,1,2,3,0,3,-1,-2
COc1cccc(CNS(=O)(=O)c2ccc3c(c2)N(C(C)=O)CCO3)c1,7,9,9,?,-5,1,-15
O=C(NCc1ccc(F)cc1)[C@@H]1[C@@H](CO)[C@@H]2Cn3c(cccc3=O)[C@H]1N2C(=O)C1CC1,1,0,-1,-6,.,.,-11
CSCc1cc(N(C)c2ccccc2)nc(-c2ccccn2)n1,0,.,16,6,61*,35,15
COc1cc(C(C)=O)ccc1OCC(=O)Nc1ccc(C)c(S(=O)(=O)N2CCCCCC2)c1,-2,0,22,13,2,5,45
C[C@H](O)C#Cc1ccc2c(c1)O[C@@H](CN(C)C(=O)Cc1ccccn1)[C@@H](C)CN([C@@H](C)CO)S2(=O)=O,2,1,.,-1,-14,-8,6

# Carrying on.
SMILES,SIRT5 block,CASP6 VEID inh,PAX8 reporter,DENV2 CPE,ARNT-TACC3 inh,EWS-Fli inh,LGR2 inh
CC(C(=O)NC1CCCC1)N1CCN(Cc2ccccc2)CC1 (centres undefined),-1,-67,-18,4,-2,9,9
CCOc1ccc(CCN2C(=S)N([C@@H](Cc3ccc(O)cc3)CN3CCC[C@@H]3CN3C(=S)NC[C@@H]3Cc3ccccc3)C[C@@H]2Cc2ccccc2)cc1,.,-4,35,-11,.,14,5
COc1ccc(C(=O)NC2CCCc3c2cnn3-c2cccc(C)c2C)c(OC)n1 (centres undefined),5,8,37,4,4,.,8
C[C@H]1CN([C@@H](C)CO)C(=O)c2cc(NS(=O)(=O)c3cn(C)cn3)ccc2O[C@H]1CN(C)C(=O)Nc1ccc2c(c1)OCO2,-4,1,.,16,1,-1,-6
COc1ccc(C(NC(=O)/C=C/c2ccco2)c2ccc(OC)cc2)cc1,.,1,-1,1,-23,.,-4
O=C(O)c1ccc(OCC2CCCO2)cc1 (centres undefined),-4,-2,-1,-5,0,4,-4
O=C(COC(=O)CN1C(=O)C2CCCCC2C1=O)NCc1ccc(Cl)cc1Cl (centres undefined),-2,0,-17,9,5,-5,-10
CC1(C)CC(=O)C/C(=N\NC(=S)NCc2ccccc2)C1,5,-3,-20,0,.,-14,-14
CCCC(=O)N1CCN(c2nc3ccc(CC)cc3s2)CC1,-1,-2,-120,7,-33,-90,-61
COc1cccc(CC(=O)OC(C)C(=O)Nc2ccc(N3CCOCC3)cc2)c1 (centres undefined),-3,10,-13,-12,0,6,-24
O=C(C[C@H]1CC[C@@H]2[C@H](COC[C@@H](O)CN2Cc2ccncc2)O1)NCc1ccncc1,1,1,-13,-4,12,-1,7
Cc1ccc(NS(=O)(=O)c2ccc3[nH]c(=O)oc3c2)c(C)c1,-2,.,-9,6,-15,-5,20

# More results follow:
SMILES,SIRT5 block,CASP6 VEID inh,PAX8 reporter,DENV2 CPE,ARNT-TACC3 inh,EWS-Fli inh,LGR2 inh
O=C(NCc1ccc(F)cc1)C1CCN(S(=O)(=O)c2ccc(Cl)cc2)CC1,-5,-2,-8,-7,5,3,-7
Cc1ccc(S(=O)(=O)N(CC(O)CN2C(=O)NC(C)(C)C2=O)c2cccc(C)c2)cc1 (centres undefined),-4,2,10,-2,-8,-5,1
CC1(C)Cc2c(c(N3CCOCC3)nc3sc(C(=O)N4CCCCC4)c(N)c23)CO1,-2,-2,-10,19,-11,-2,10
Cc1nc2cc(C(F)(F)F)ccc2n1C,-2,1,-16,-5,-6,-10,-15
COc1ccc2c(c1)c(=O)c(C(=O)c1ccc(Cl)cc1)cn2CC(=O)Nc1ccc(F)cc1,-3,-5,0,-5,-1,14,26
CCC(=O)Oc1ccc(NC(=O)CSCc2ccccc2)cc1,-1,-2,-14,.,2,-20,-8
COc1ccccc1/C=C/C(=O)c1ccc(NC(C)=O)cc1,-4,-1,4,0,18,-16,21
COc1ccc(-n2c(Cc3cccn3C)nnc2SCC(=O)Nc2ccc(C(C)=O)cc2)cc1,1,1,19,0,.,11,-6
COc1ccc(C(=O)Nc2nnc(S(=O)(=O)N(C)Cc3ccc(F)cc3)s2)cc1OC,-4,-1,-8,1,-2,-1,10
C[C@@H]1CN([C@@H](C)CO)C(=O)c2cc(-c3ccccc3)cnc2O[C@H]1CN(C)C(=O)c1ccccc1F,0,.,10,-8,0,-8,-2
CCC(C)[C@H](NC(=O)OC(C)(C)C)C(=O)N/N=C/c1ccc2cc(OC)ccc2n1 (some centres undefined),.,.,7,.,-1,.,2

# Sorted by SMILES length (lowest first): part of the list above.
SMILES,SIRT5 block,CASP6 VEID inh,PAX8 reporter,DENV2 CPE,ARNT-TACC3 inh,EWS-Fli inh,LGR2 inh
Cc1nc2cc(C(F)(F)F)ccc2n1C,-2,1,-16,-5,-6,-10,-15
CCCC(=O)N1CCN(c2nc3ccc(CC)cc3s2)CC1,-1,-2,-120,7,-33,-90,-61
COc1ccccc1/C=C/C(=O)c1ccc(NC(C)=O)cc1,-4,-1,4,0,18,-16,21
CC1(C)CC(=O)C/C(=N\NC(=S)NCc2ccccc2)C1,5,-3,-20,0,.,-14,-14
Cc1ccc(NS(=O)(=O)c2ccc3[nH]c(=O)oc3c2)c(C)c1,-2,.,-9,6,-15,-5,20
COc1cccc(CC(=O)OC(C)C(=O)Nc2ccc(N3CCOCC3)cc2)c1 (centres undefined),-3,10,-13,-12,0,6,-24
O=C(COC(=O)CN1C(=O)C2CCCCC2C1=O)NCc1ccc(Cl)cc1Cl (centres undefined),-2,0,-17,9,5,-5,-10
O=C(NCc1ccc(F)cc1)C1CCN(S(=O)(=O)c2ccc(Cl)cc2)CC1,-5,-2,-8,-7,5,3,-7
CC1(C)Cc2c(c(N3CCOCC3)nc3sc(C(=O)N4CCCCC4)c(N)c23)CO1,-2,-2,-10,19,-11,-2,10
COc1ccc(C(=O)Nc2nnc(S(=O)(=O)N(C)Cc3ccc(F)cc3)s2)cc1OC,-4,-1,-8,1,-2,-1,10
CCC(C)[C@H](NC(=O)OC(C)(C)C)C(=O)N/N=C/c1ccc2cc(OC)ccc2n1 (some centres undefined),.,.,7,.,-1,.,2
COc1ccc2c(c1)c(=O)c(C(=O)c1ccc(Cl)cc1)cn2CC(=O)Nc1ccc(F)cc1,-3,-5,0,-5,-1,14,26
O=C(C[C@H]1CC[C@@H]2[C@H](COC[C@@H](O)CN2Cc2ccncc2)O1)NCc1ccncc1,1,1,-13,-4,12,-1,7
C[C@@H]1CN([C@@H](C)CO)C(=O)c2cc(-c3ccccc3)cnc2O[C@H]1CN(C)C(=O)c1ccccc1F,0,.,10,-8,0,-8,-2
